# bIAP inh – intestinal alkaline phosphatase (bovine) inhibition; purified bovine IAP, CDP-star luminescence, 30 min; inhibition, % at 20 µM; 190,000 tested, under 10 active;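 active means over 50% inhibition of intestinal alkaline phosphatase at 20 µM in the single-dose screen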
#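 Assay system – bovine IAP enzyme · Quantity – bovine IAP at 1/65,000,000 final dilution · Detection – CDP-star luminescence signal · Times – 30 min reaction at room temperature · Also added – CDP-star substrate at 30 µM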
# PPARg SRC3 recr – promotes SRC-3 coactivator recruitment by human PPARgamma. P37231. biochemical PPARgamma/SRC-3 coactivator recruitment assay. activation, % at 8 µM. hit rate 0.26% among 200,000; in the data active means activation above about 23%;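 further: 0% = DMSO and 100% = reference agonist; some compounds past the cut are filed as inactive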
# Target sequence (P37231 whole entry, looked up): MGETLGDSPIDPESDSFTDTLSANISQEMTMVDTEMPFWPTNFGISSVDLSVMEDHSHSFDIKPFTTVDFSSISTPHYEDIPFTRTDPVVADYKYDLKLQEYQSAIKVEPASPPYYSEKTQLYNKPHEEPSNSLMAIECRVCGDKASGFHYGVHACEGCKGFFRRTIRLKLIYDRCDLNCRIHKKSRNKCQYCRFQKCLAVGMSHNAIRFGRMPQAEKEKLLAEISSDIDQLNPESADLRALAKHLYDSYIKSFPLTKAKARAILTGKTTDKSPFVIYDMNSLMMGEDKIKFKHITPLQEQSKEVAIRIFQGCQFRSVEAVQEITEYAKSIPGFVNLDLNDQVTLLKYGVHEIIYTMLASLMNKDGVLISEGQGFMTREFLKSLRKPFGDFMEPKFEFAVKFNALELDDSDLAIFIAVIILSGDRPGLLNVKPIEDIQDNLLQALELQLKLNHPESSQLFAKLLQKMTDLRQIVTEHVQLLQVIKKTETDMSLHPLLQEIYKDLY
# L major viab – reduces viability of Leishmania major promastigotes; hit rate 9% among 200,000; resazurin fluorescence viability; AID 1063; inhibition, % at 10 µM; in the data active means inhibition above about 50%;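 further: promastigotes grown with compound for 44 hours at 28 °C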
# DTT redox prof – compounds producing H2O2 with reducing agent – biochemical, NIH compound library profiling, artefact control for MLSCN library redox annotation, primary screen; activation, % at 10 µM; hit rate 0.03% among 200,000; AID 878; DTT-dependent redox cycling H2O2, phenol red/HRP absorbance; 100% = 100 µM peroxide control, 0% = buffer;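 active means activation of at least 50% relative to the plate's high and low controls in the primary single-dose screen; inactive means activation below 50%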;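 further: compound incubated with DTT at 0.8 mM final as the reducing agent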
# SRC2 TRFRET art – TR-FRET artefact, counter-screen to PPARgamma/SRC-2 agonist assay; hits give high values; TR-FRET ratio at 8 µM; hit rate 0.4% among 200,000; AID 1049; in the data active means TR-FRET ratio above about 2000; further: inactives centre near 1500; reference of the scale not given here
# Efa HMGR inh – E. faecalis class II HMG-CoA reductase inhibition; purified E. faecalis HMGR, NADPH absorbance 340 nm kinetic; inhibition, % at 10 µM; hit rate 0.41% among 190,000; AID 1066;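 active means inhibition above a set limit, the median over all tested compounds plus 3 SD, cut at about 9.5% in these data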;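 further: enzyme runs in reverse so mevalonate oxidation gives rising NADPH absorbance; 0% = complete reaction with DMSO and 100% = background rate lacking mevalonate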
# S1P3 antagonist – antagonists of human S1P3 receptor; AID 485; Q99500; CHO S1P3 NFAT-BLA reporter, FRET fluorescence, antagonist mode; hit rate 0.27% among 170,000; inhibition, % at 4.98 µM;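 active means inhibition above the plate cutoff, the mean inhibition of test wells on that plate plus 3 SD, cut at about 28% in these data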;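 further: cells challenged with S1P at its EC80 of 0.8 µM; blue over green emission ratio from cleaved BLA substrate after 4 h stimulation; 0% = S1P-stimulated wells and 100% = unstimulated DMSO-only wells; some compounds past the cut are filed as inactive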
# Target sequence (Q99500 whole entry, looked up): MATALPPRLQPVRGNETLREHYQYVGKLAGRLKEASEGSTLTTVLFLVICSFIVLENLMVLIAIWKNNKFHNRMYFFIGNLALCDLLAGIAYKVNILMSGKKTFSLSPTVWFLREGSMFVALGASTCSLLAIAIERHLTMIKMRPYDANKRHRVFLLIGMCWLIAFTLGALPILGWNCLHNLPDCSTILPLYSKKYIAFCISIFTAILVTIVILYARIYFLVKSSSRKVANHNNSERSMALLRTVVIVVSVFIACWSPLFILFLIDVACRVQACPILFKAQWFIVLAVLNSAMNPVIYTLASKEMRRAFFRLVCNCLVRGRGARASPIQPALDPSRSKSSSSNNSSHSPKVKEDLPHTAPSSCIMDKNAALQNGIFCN
# ROMK mod – modulators of human ROMK potassium channel; P48048; Tet-inducible ROMK, thallium flux fluorescence; actives lie on both sides; B-score at 10 µM; hit rate 2% among 130,000;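 active means signal ratio slope over the read window, or its plate-corrected B-score, at least 3 SD from the plate mean, either direction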;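 further: B-score of the F/F0 ratio slope over 7 to 12 s after thallium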
# RAM inhibit – yeast RAM network inhibition | S. cerevisiae dse1pr::URA3 reporter, 5-FOA growth OD615, 2 d; analog-sensitive cbk1-as2 kinase mutant strain | hit rate 1.8% among 190,000 | inhibition, % at 50 µM | AID 868;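 active means inhibition above a set limit, 3 SD over mean compound inhibition, cut at about 8.4% in these data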;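 further: 0% = DMSO-only wells with no growth and 100% = 10 µM 1-NA-PP1 full growth; inhibition rescues growth on 5-FOA so higher OD means more RAM inhibition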
# PPARg SRC-1 ag – PPARgamma-driven SRC-1 recruitment agonism; P37231; PPARgamma-SRC-1 coactivator recruitment biochemical assay; activation, % at 8 µM; hit rate 0.41% among 200,000; AID 631; in the data active means activation above about 19%;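 further: 0% = DMSO and 100% = reference agonist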
# PPARg SRC-2 ag – agonists of SRC-2 recruitment by human PPARgamma; hit rate 0.34% among 200,000; AID 1032; P37231; activation, % at 8 µM; PPARgamma LBD-SRC-2 recruitment, biochemical; in the data active means activation above about 22%;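 further: 0% = vehicle and 100% = reference agonist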
# * marks the source's active call; other numbers are inactive results; / = no result given.
SMILES,bIAP inh,PPARg SRC3 recr,L major viab,DTT redox prof,SRC2 TRFRET art,Efa HMGR inh,S1P3 antagonist,ROMK mod,RAM inhibit,PPARg SRC-1 ag,PPARg SRC-2 ag
COc1ccc(C(=O)Nc2ccc3cn[nH]c3c2)c(OC)c1,-49,4,2,-0.8,1192,1,-6,-0.25,2.0,-2,-6
CCOC(=O)c1c(NC(=O)C2CC(Cl)=CCC2C(=O)O)sc2c1CC(C)(C)OC2 (stereo not drawn),-9,-3,-4,0.3,1470,1,5,-0.37,2.0,-2,-2
O=[N+]([O-])c1ccc(S(=O)(=O)Nc2nc3ccccc3nc2Nc2ccccc2)cc1,8,9,12,0.0,1600,4,4,-1.9,2.5,9,7
COCCn1c(COC)nc2ccccc21,5,5,7,0.4,1241,0,7,0.91,0.9,-4,-7
COC(=O)c1ccc(NC(=O)CN2CCN(c3ccc(Cl)cc3)CC2)cc1,13,-5,-4,0.3,1446,0,-35,/,1.5,-4,2
CC(C)(CSc1ccccn1)NS(=O)(=O)c1ccccc1,9,-1,11,0.0,1532,0,6,-1,0.9,-2,0
CCN(CC)S(=O)(=O)c1cccc(C(=O)Nc2ccc3c(c2)OCO3)c1,-11,-2,15,-0.2,1587,-2,4,-0.065,0.6,-1,3
CCC(c1nnnn1CCc1ccccc1)N1CCN(c2ccc(OC)cc2)CC1 (stereo not drawn),-1,7,96*,0.6,1458,-1,-17,/,2.2,8,3
Cc1ccccc1NC(C)C(=O)N/N=C/c1ccccc1OCc1cccc(Br)c1 (stereo not drawn),3,0,16,-3.3,1387,4,/,/,2.0,-2,2
CCS(=O)(=O)n1nc(-c2ccccc2)nc1NCc1ccco1,5,-5,-3,-0.2,1580,-2,0,-1.1,-0.4,-1,16
O=C(Nc1cccnc1)c1cccnc1Cl,-28,1,7,2.7,1387,-11,/,-0.082,0.1,1,1
CCCCn1nnnc1SCC(=O)c1cc(Cl)ccc1OC,-1,13,0,1.2,1599,-2,/,/,3.3,1,-8
O=C(N/N=C/c1ccc(O)cc1)Nc1cccc2nsnc12,3,0,54*,-0.6,1525,1,31*,0.76,0.1,6,3
NC(=S)N=Nc1c(O)n(Cc2ccc(F)cc2)c2ccccc12,4,-1,-4,0.1,1787,2,-2,/,3.6,0,-8
Cc1ccc2nc3n(c(=O)c2c1)CCCCC3,31,-5,1,1.9,1502,-7,/,-0.052,1.9,-4,-6
O=C(CCc1ccccc1)c1nnc(-c2ccccc2)o1,3,-1,-13,-2.4,1605,-2,16,-0.14,0.1,12,14
Cc1ccc(-n2nc3ccc(NC(=O)/C=C/c4ccco4)cc3n2)cc1,6,2,60*,0.3,1684,4,-11,-0.04,1.4,2,-4
Cn1c(-c2nnn(-c3ccc(F)cc3)n2)cc2ccccc21,-4,0,8,0.3,1813,-6,5,/,5.0,9,8
CCCCc1nc2ccccc2[nH]1,-3,-1,16,-0.1,1337,-2,-17,-0.14,1.2,2,-10
Cc1cc(C)nc(NN2C(=O)/C(=C/c3ccccc3)SC2=S)n1,-8,2,-3,-4.7,1673,-2,/,/,6.0,-1,6
COC(=O)/C=C/c1ccc(-n2ccnc2)cc1,9,1,7,-1.6,1529,5,-18,0.029,3.2,2,1
O=C(/C=C/c1ccc([N+](=O)[O-])cc1)NCc1ccco1,-3,1,2,0.4,1508,-7,-20,/,1.5,8,1
Cn1cnnc1SCC(=O)Nc1ccccc1F,4,2,-7,-0.2,1813,-1,1,0.71,-0.7,5,2
Cc1cc(C(F)F)n2nc(C(=O)Nc3ccc(S(=O)(=O)N4CCCCCC4)cc3)nc2n1,/,-4,3,3.2,1341,-2,8,/,5.9,-4,4
Cc1nn(-c2cc(N3CCCCCC3)ccc2[N+](=O)[O-])c(=O)c2ccccc12,25,0,47,1.2,1631,-15,/,/,1.4,-2,4

# S1P3 antagonist, what is marked active above
SMILES | bIAP inh | PPARg SRC3 recr | DTT redox prof | Efa HMGR inh | S1P3 antagonist | ROMK mod | RAM inhibit | PPARg SRC-1 ag | PPARg SRC-2 ag
O=C(N/N=C/c1ccc(O)cc1)Nc1cccc2nsnc12 | 3 | 0 | -0.6 | 1 | 31* | 0.76 | 0.1 | 6 | 3

# (listing goes on)
SMILES,bIAP inh,PPARg SRC3 recr,L major viab,DTT redox prof,SRC2 TRFRET art,Efa HMGR inh,S1P3 antagonist,ROMK mod,RAM inhibit,PPARg SRC-1 ag,PPARg SRC-2 ag
COc1ccc(-n2cc(-c3ccccc3)[n+]3c2CCCCC3)cc1,-20,3,100*,2.0,1548,-5,-1,-2,1.0,2,5
CCc1ccc(-n2c(=O)c3c(C)c(C(=O)N(C)C)sc3n(CC(=O)NCc3ccco3)c2=O)cc1,2,2,-4,-7.6,1542,-1,/,-0.051,1.1,2,2
O=C(NCc1ccc2c(c1)OCO2)c1ccco1,-4,2,-5,-0.3,1589,-2,-44,0.17,0.4,15,4
O=C(O)c1ccc(N=Cc2nc(-c3ccco3)oc2O)cc1,7,7,-5,-0.9,1700,-1,-6,/,1.4,10,14
O=C1CC(c2ccco2)CC(O)=C1C=Nc1cc(Cl)cc(Cl)c1 (stereo not drawn),19,-6,-4,0.3,1445,2,/,0.29,0.7,1,-5
CCn1c(SCC(=O)Nc2sc3c(c2C#N)CCCC3)nnc1-c1ccco1,0,19,-8,-2.8,1569,-1,/,/,6.2,8,9
CC(C)C1CC(c2ccccc2)(C(CN)CO)CCO1 (stereo not drawn),10,1,1,-0.4,1534,-4,-5,0.29,3.1,-7,-1
COc1ccc(-c2nnc(SCc3c(C)noc3C)n2N)cc1OC,-2,-1,-2,-3.6,1495,-8,/,/,2.9,-2,6
CCc1cc2cccc(C)c2nc1SCC(=O)Nc1cc(C)on1,8,5,-5,-0.6,1300,2,-2,0.28,0.5,-7,0
Cc1cc(C)cc(C(=O)NCC(=O)OCC(=O)N2c3ccccc3NC(=O)C2(C)C)c1,-9,3,-6,0.3,1478,-5,-9,/,-0.6,-6,-1
CCOc1ccc(N(C)S(=O)(=O)c2ccc3[nH]cc(C(=O)NCCOC)c(=O)c3c2)cc1,-11,3,-11,-0.8,1611,4,-7,-0.056,14*,8,11
CC(C)CSC1=NSC2=NC(=O)/C(=C\c3cccs3)C(=N)N12,1,3,-7,-0.1,1530,3,-4,-1.2,5.7,4,3
O=C(Oc1c(Br)cc([N+](=O)[O-])cc1Br)c1cccnc1,-3,-1,-6,0.2,1495,1,-14,-1.3,-0.7,1,-5
COc1cc(/C=N/NS(=O)(=O)c2ccc(C(C)(C)C)cc2)cc([N+](=O)[O-])c1O,5,4,-7,-1.2,1548,0,-6,/,1.1,10,-1
CCOC(=O)c1c(NC2=NS(=O)(=O)c3ccccc32)sc2c1CCC(C)C2 (stereo not drawn),11,1,45,-0.6,1489,-3,4,/,3.2,1,-5
CCn1c(C(C)NC(=O)c2ccc(Cl)cc2)n[nH]c1=S (stereo not drawn),21,4,2,-0.8,1728,-3,-7,/,1.7,11,-3
O=C(C1=C[C@@H](C2CCCCC2)C[C@@H](OCc2ccc(CO)cc2)O1)N1CCN(Cc2ccc3c(c2)OCO3)CC1,2,3,57*,3.2,1476,1,-20,/,-1.2,9,1
O=C(NC1CCCC1)C(c1cccs1)N(CC1CCCO1)C(=O)Cc1cccs1 (stereo not drawn),-3,0,-3,-1.6,1778,-4,-27,-1.7,0.8,6,16
COc1ccc(CNC(=O)COC(=O)c2ccc(Br)cc2)cc1,-15,2,-9,0.1,1403,-1,-4,/,3.4,0,1
COC(=O)c1cc2occc2n1CC(=O)Nc1cc(OC)cc(OC)c1,7,-3,9,1.9,1502,0,19,/,2.7,8,-4
CCCN(CC(=O)Nc1ccc(Cl)cc1Cl)C(=O)/C=C/c1ccco1,-63,5,-5,0.4,1785,0,-11,/,0.5,7,1
O=C(CCN1C(=O)c2ccccc2C1=O)Nc1cccc(S(=O)(=O)N2CCCCC2)c1,11,-5,-7,0.2,1463,0,/,-0.18,/,9,2
Cn1c(Cn2cnc3ccccc32)nc2ccccc21,6,2,1,-0.3,1330,-1,/,/,2.1,-4,-1
CCOc1cccc(=O)c2c(C)oc(C)c12,9,-4,1,0.8,1441,-4,/,0.72,1.1,7,2
O=C(CSc1nc2ccc(NC(=O)C3CCCCC3)cc2s1)NCC1CCCO1 (stereo not drawn),16,1,-3,0.1,1337,0,-5,-0.12,0.9,-7,4

# Next part:
SMILES,bIAP inh,PPARg SRC3 recr,L major viab,DTT redox prof,SRC2 TRFRET art,Efa HMGR inh,S1P3 antagonist,ROMK mod,RAM inhibit,PPARg SRC-1 ag,PPARg SRC-2 ag
Cc1ccc2nc(Cl)nc(-c3ccccc3)c2c1,10,3,-1,-1.5,1610,3,-2,0.26,1.3,-4,-1
CN(c1ccc(O)cc1)c1nc(-c2cccs2)cs1,8,-2,42,-0.8,1588,-7,-9,-0.11,-0.7,-4,-3
O=C(Nc1ccc(Cl)c(C(F)(F)F)c1)N1CCCC(O)C1 (stereo not drawn),7,-7,-1,4.4,1436,4,-6,/,4.3,-4,-5
O=C(c1cc([N+](=O)[O-])ccc1N1CCCCC1)N1CCc2ccccc21,10,3,27,0.4,1540,-20,8,/,4.4,5,6
Cc1ccc(C2=Nc3ccccc3N=C(C(Cl)Cl)C2)cc1,4,-1,8,-2.1,1740,1,2,-0.64,0.6,7,2
CC(=O)c1cc(C#N)c(SCc2ccc([N+](=O)[O-])cc2)nc1C,0,4,1,-1.4,1536,1,-11,1.1,3.6,3,6
Cc1nn(CC(=O)N2CC(=O)Nc3ccccc32)c(C)c1[N+](=O)[O-],-2,0,-7,-0.3,1498,0,-5,-0.27,0.8,1,2
COc1cc(OC)c(C2SCCN2S(=O)(=O)c2ccc(F)cc2)cc1OC (stereo not drawn),5,10,-4,1.0,1415,-8,/,/,2.6,1,5
CC1(C(=O)NCCCN2CCOCC2)Oc2cccnc2NC1=O (stereo not drawn),3,5,-5,-0.8,1639,0,-9,1.1,2.7,12,0
Cc1ccc2nc(N/C(=N/S(=O)(=O)c3ccc(F)cc3)c3ccccc3)sc2c1,0,6,11,0.0,1729,1,-22,0.0015,2.8,6,14
O=C(NC(=O)N1CCN(c2ccccc2F)CC1)c1ccccc1,-3,1,-9,1.3,1821,0,-24,-0.25,0.8,10,7
CC(=O)N/C(=C\c1ccccc1)C(=O)OCC(=O)N(C)C1CCCCC1,7,-1,-1,0.0,1639,-6,-18,/,2.2,4,7
Cc1ccc(C)c(OCC(=O)Nc2nc3ccc([N+](=O)[O-])cc3s2)c1,-2,3,8,0.0,1584,3,4,0.33,2.0,-2,4
Cc1noc(C)c1C(=O)N1CCc2ccccc21,2,2,-7,0.4,1585,-2,-31,0.063,-0.4,3,7
COc1nccnc1NS(=O)(=O)c1ccc(NC(=O)c2cccc(C)c2)cc1,8,1,-3,-0.3,1540,-5,-14,0.018,1.2,8,4

# Screens deposited in PubChem BioAssay by several laboratories.
